Screens: PubChem BioAssay, several laboratories
Tb MetRS inh: blocks T. brucei methionyl-tRNA synthetase activity | purified T. brucei MetRS, ATP depletion, Kinase-Glo luminescence | inhibition, % at 11.9 µM | actives 0.4% (n = 360,000) | AID 624268;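 active = inhibition above a per-plate cutoff of the control wells' mean inhibition plus 3 SD, cut at about 5.5% in these data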;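 also: 0% = DMSO wells median and 100% = median of wells with control inhibitor compound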
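Measured by: Kinase-Glo luciferase luminescence reporting remaining unconsumed ATP. Material: purified T. brucei MetRS enzyme. Doses: 11.9 µM compound single dose, 0.9% DMSO. Medium: HEPES buffer containing pyrophosphatase, BSA, spermine, DTT. Times: 15 min preincubation, 2 h reaction, all 25 °C. Reagent: methionine, ATP and bulk E. coli tRNA.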
MsrA act: activators of bovine methionine sulfoxide reductase A; AID 602163; purified bovine MsrA, absorbance read-out; activation, % at 10.6 µM; actives 0.3% (n = 360,000); in the data active = activation above about 7.5%;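 also: 0% = vehicle and 100% = reference activator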
MT1-MMP act inh: MT1-MMP (human) activation inhibition; P50281; actives 0.061% (n = 360,000); HT1080 RFP-PRO-GFP cells, GFP/RFP ratio fluorescence, overnight; percent of plate control window, DMSO zero; GFP/RFP ratio change, % at 20 µM; AID 651647;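 active = GFP/RFP ratio change of at least 30% with cell ATP level not reduced by more than half and red fluorescence within 50% of control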; also: strong numbers were not always called active
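system = RFP-PRO-GFP reporter HT1080 cells | dosing = 20 µM single dose, 1% DMSO | timing = overnight cell settling, then overnight compound exposure, 37 °C, 5% CO2 | read-out basis = GFP/RFP fluorescence ratio | controls = DMSO and RFP-L50D-GFP cell wells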
PABP1 MLLE inh: blocks PAM2 peptide binding to the PABP1 MLLE domain | inhibition, % at 20 µM | actives 0.36% (n = 360,000) | GST-MLLE / FITC-PAM2 fluorescence polarization | AID 588489; in the data active = inhibition above about 35%, passing the limit was not always enough;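 also: plate controls were DMSO wells with GST-MLLE for no effect and wells lacking GST-MLLE protein for full effect; some results filed as inactive read as strong as hits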
eLon inh: inhibits E. coli Lon protease; P0A9M0; purified E. coli Lon protease, fluorescence polarization; inhibition, % at 7.94 µM; actives 0.42% (n = 360,000); AID 602123; in the data active = inhibition above about 13%, passing the limit was not always enough;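 also: 0% = enzyme with probe and DMSO and 100% = no enzyme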
FAS TE block: blocks the thioesterase domain of human fatty acid synthase | P49327 | recombinant FAS-TE, OMFH fluorogenic substrate, fluorescence endpoint | inhibition, % at 15 µM | actives 0.67% (n = 360,000) | AID 602261;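 active = compounds whose normalised, plate-corrected inhibition of enzyme fluorescence in the single-dose primary screen is 50% or more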;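 also: 0% = DMSO with enzyme and 100% = substrate without enzyme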
SKN-1 block: inhibitors of C. elegans SKN-1 | actives 0.49% (n = 360,000) | C. elegans VP596 Pgst-4::GFP/RFP ratio, acrylamide-induced, 24 h | inhibition, % at 21.8 µM;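 active = interference check ratio from 0.5 to 1.5 plus GFP to RFP signal ratio inhibition reaching or exceeding a fixed threshold, cut at about 30% in these data, passing the limit was not always enough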; also: some compounds called inactive have numbers as strong as hits
MsrA inh: inhibits bovine methionine sulfoxide reductase A; purified bovine MsrA, absorbance read-out; inhibition, % at 15.5 µM; actives 0.75% (n = 360,000); AID 651718; in the data active = inhibition above about 4.5%;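 also: 0% = vehicle wells with enzyme and 100% = reference inhibitor wells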
CendR NRP1 mod: NRP-1/CendR interaction modulation; inhibition, % at 25 µM; actives 0.85% (n = 360,000); FAM-RPARPAR peptide binding to NRP-1, fluorescence polarization; AID 602438;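 active = inhibition or corrected inhibition above about 18%, plus a signal ratio from 0.5 to 1.5, limit read from the data, passing the limit was not always enough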; also: strong numbers were not always called active
Target sequence (O14786 whole entry, looked up): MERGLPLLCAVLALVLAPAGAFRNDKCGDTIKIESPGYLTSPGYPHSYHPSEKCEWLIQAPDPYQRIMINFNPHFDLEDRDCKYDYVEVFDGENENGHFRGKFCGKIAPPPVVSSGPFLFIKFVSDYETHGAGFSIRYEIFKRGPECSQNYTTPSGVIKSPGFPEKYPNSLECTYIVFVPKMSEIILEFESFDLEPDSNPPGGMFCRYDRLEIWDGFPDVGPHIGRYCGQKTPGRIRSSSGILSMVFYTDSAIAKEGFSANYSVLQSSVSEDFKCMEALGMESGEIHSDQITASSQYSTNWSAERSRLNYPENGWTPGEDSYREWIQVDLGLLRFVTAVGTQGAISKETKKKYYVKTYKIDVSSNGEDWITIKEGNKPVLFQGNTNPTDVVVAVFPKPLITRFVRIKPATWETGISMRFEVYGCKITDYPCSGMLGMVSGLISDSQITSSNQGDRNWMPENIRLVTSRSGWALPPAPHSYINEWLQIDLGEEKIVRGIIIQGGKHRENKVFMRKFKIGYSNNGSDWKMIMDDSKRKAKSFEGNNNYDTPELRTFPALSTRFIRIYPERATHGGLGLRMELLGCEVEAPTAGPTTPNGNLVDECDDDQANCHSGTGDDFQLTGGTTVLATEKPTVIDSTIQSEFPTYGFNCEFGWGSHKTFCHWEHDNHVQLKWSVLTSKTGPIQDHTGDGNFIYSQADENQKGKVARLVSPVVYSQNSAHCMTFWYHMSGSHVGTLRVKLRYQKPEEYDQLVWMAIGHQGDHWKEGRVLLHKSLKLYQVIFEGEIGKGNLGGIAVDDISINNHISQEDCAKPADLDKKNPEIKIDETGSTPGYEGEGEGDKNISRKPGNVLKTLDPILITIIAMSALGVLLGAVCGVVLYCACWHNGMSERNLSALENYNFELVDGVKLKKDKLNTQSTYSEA
Active calls of the source: *; i = inactive; . = not tested or not shown. This is a random part of the collection; about 4% have a hit in one of these screens.

The first 2 entries, ahead of the listing:
Below each SMILES – Tb MetRS inh	MsrA act	MT1-MMP act inh	PABP1 MLLE inh	eLon inh	FAS TE block	SKN-1 block	MsrA inh	CendR NRP1 mod
1. COc1cc(NC(=O)c2cc(C(C)C)on2)c(OC)cc1Cl
  -1.7	-5.5	-0.1	0.8	-2.6	15.3	-4.1	0.2	-1.4
2. Cc1ccc(-c2cnc(-c3ccncc3)o2)cc1
  -1.0	-13.8	0.6	9.7	6.2	-4.6	-13.6	2.1	1.3

The whole of this part, from the start:
Below each SMILES – Tb MetRS inh	MsrA act	MT1-MMP act inh	PABP1 MLLE inh	eLon inh	FAS TE block	SKN-1 block	MsrA inh	CendR NRP1 mod
1. COc1cc(NC(=O)c2cc(C(C)C)on2)c(OC)cc1Cl
  -1.7	-5.5	-0.1	0.8	-2.6	15.3	-4.1	0.2	-1.4
2. Cc1ccc(-c2cnc(-c3ccncc3)o2)cc1
  -1.0	-13.8	0.6	9.7	6.2	-4.6	-13.6	2.1	1.3
3. CCOc1ccc(/C=N/NC(=S)NC2CC3CCC2C3)cc1 (stereo not given)
  0.2	-1.8	1.9	-15.5	-1.3	19.4	13.0	1.2	12.9
4. CCN1CCN(c2oc(-c3ccco3)nc2C#N)CC1
  0.5	-2.2	0.3	11.8	0.6	-4.5	1.0	2.1	5.2
5. COC(OC)c1ccnc(-c2ccc(OC(=O)c3ccc(F)cc3)cc2)n1
  -0.6	-0.3	1.5	-6.5	7.7	15.9	-0.2	0.6	11.0
6. O=C(N/C(=C/c1cccc([N+](=O)[O-])c1)C(=O)N1CCCCC1)c1cccs1
  0.6	2.5	-2.3	2.4	-0.9	11.2	-3.3	-1.0	9.9
7. Cc1nc(NCCc2ccccc2)c2nnn(Cc3ccccc3)c2n1
  -1.0	-2.8	-1.5	-6.1	8.0	-2.8	0.5	-0.9	6.6
8. O=c1oc2cc(O)ccc2cc1-c1nc2c(s1)CCc1ccccc1-2
  -0.9	-3.1	-117.7	i	.	-135.1	-6.6	-0.6	131.5
9. O=C(NCc1ccccc1)c1ccc(Cl)c(S(=O)(=O)N2CCCC2)c1
  -0.1	-0.9	3.2	3.9	-3.2	4.2	-10.0	-0.9	3.2
10. COC(=O)c1[nH]c2ccc(C)cc2c1NC(=O)Nc1ccc(OC)cc1
  -1.2	-4.2	-5.8	12.8	0.7	-0.3	-2.6	1.4	-5.9
11. Cc1cc(C)nc(N2CCC(C(=O)NCc3cccs3)CC2)n1
  -0.4	-4.3	-3.2	-5.0	-10.6	-6.9	-8.3	-0.3	-10.0
12. N#Cc1ccc(CN2CCN(C(=O)CCNS(=O)(=O)c3ccc(F)c(Cl)c3)CC2)cc1
  -0.5	-5.4	-0.8	-8.4	5.2	3.8	-18.1	2.1	6.1
13. O=C(c1ccccc1)C(Sc1ncn[nH]1)c1ccccc1 (stereo not given)
  0.1	2.4	0.7	22.3	-9.6	-48.6	10.4	-0.1	1.3
14. CCCCn1c2nc3ccccc3nc2c2c(=O)n(CCC(C)C)cnc21
  -1.0	-3.5	2.3	-0.1	-6.4	-3.9	3.2	0.1	-8.8
15. COc1ccc(CNC(=O)c2cccnc2)cc1
  -0.2	-1.2	6.4	16.8	-2.8	-5.4	-1.2	-0.6	-10.9
16. CC(=O)Nc1c2c(nn1-c1ccccc1)CS(=O)C2 (stereo not given)
  0.0	-0.6	-1.1	-10.9	4.3	-4.8	11.4	0.3	4.2
17. CC(C)=CCC(C)(C)/C=N/NC(N)=O
  -0.1	-2.3	3.7	11.3	9.4	-2.5	-5.9	-0.5	2.4
18. COc1ccc(C(=O)CN(CCC(=O)O)S(=O)(=O)c2ccc([N+](=O)[O-])cc2)cc1
  -0.2	-8.0	-0.9	19.3	-3.2	71.4*	14.8	0.0	3.3
19. C=CCc1c(O)nc(SCC(=O)c2ccccc2)[nH]c1=O
  -0.3	0.7	1.2	23.0	-8.2	-9.6	31.0	-0.2	-9.9
20. COc1cc(/C=C\C(=O)Nc2cc(=O)n(C)c(=O)n2C)cc(OC)c1OC
  0.2	-5.9	5.6	-2.4	3.5	-4.3	-4.6	1.5	1.1
21. CC(=O)OC(C=C(C)C)C/C(C)=C/COc1c2ccoc2cc2oc(=O)ccc12 (stereo not given)
  -0.9	-8.4	1.2	-2.0	-5.1	25.4	6.6	12.5*	-24.2
22. CCCCn1c(=O)[nH]c(=O)c2c1nc(-c1cc(Cl)c(OC)c(OC)c1)n2C
  -0.1	-0.1	0.4	10.8	15.6	5.6	9.6	0.0	11.9
23. CCCCCOC(=O)C1=C(C)Nc2nnnn2C1c1ccccc1Cl (stereo not given)
  0.7	1.7	-0.4	-1.7	-3.8	28.7	7.3	0.0	4.3
24. CCCn1nnnc1SCC(=O)Nc1nnc(CC)s1
  -0.6	-8.7	4.3	-6.8	-6.0	-7.7	-11.0	0.8	-14.2
25. O=C(c1sc2cc(F)ccc2c1Cl)N1CCN(c2ccccc2)CC1
  0.0	-6.8	-2.4	7.5	19.0	31.4	20.5	1.1	-0.5
26. Cc1cccc(NC(=S)NNc2cccc(Cl)c2)c1
  -0.4	-4.0	-2.2	12.7	0.3	3.2	10.5	1.0	0.3
27. CN(Cc1ccco1)S(=O)(=O)c1csc(C(N)=O)c1
  0.1	-1.9	2.7	-2.0	-7.5	-6.6	-3.5	0.3	-4.5
28. O=C(NCCN1CCOCC1)C(=O)NCC1OCCN1S(=O)(=O)c1ccc(Br)cc1 (stereo not given)
  -0.2	-4.1	1.1	-7.1	-1.5	-2.8	7.1	-0.2	-3.4
29. CC(=O)c1cccc(S(=O)(=O)NCCC(=O)Nc2ccc(S(N)(=O)=O)cc2)c1
  1.0	-0.2	0.3	-13.3	1.0	-3.4	3.3	-0.6	-13.8
30. COc1ccc(CCNC(=O)c2c(O)c3c([nH]c2=O)CCCC3)cc1
  -0.5	0.9	0.1	-4.4	-1.3	-7.2	-27.7	1.7	-3.3
31. COC(=O)c1ccc(NC(=O)C23CCC(C)(C(=O)O2)C3(C)C)cc1 (stereo not given)
  0.2	-1.5	2.9	-10.2	-4.5	-4.2	4.7	-0.3	2.9
32. O=C(Cn1cccc1C(=O)c1ccccc1)NCCN1CCCCCC1
  -1.2	-6.7	-4.5	-3.7	2.5	-7.2	6.5	0.4	14.6
33. NC(=O)c1ccc(NC(=O)COC(=O)CC2Sc3ccccc3NC2=O)cc1 (stereo not given)
  -0.3	-4.4	-0.9	-10.5	0.0	-3.3	-12.1	2.1	6.7
34. COc1ccc(-c2ccc(F)cc2)cc1[C@H]1[C@H]2C=CC[C@@H](C)[C@@H]2C(=O)N1Cc1ccccc1
  -0.4	-1.2	-14.5	7.5	-4.3	32.0	13.3	2.3	12.2
35. O=C(c1ccc(OC2CCN(Cc3ccccn3)CC2)cc1)N1CCCC(O)C1 (stereo not given)
  -1.1	-3.6	-4.6	4.3	-3.4	-4.6	2.5	-1.7	8.2
36. Cc1cccc(NC(=O)c2ccccc2[N+](=O)[O-])n1
  0.3	-4.2	0.2	-4.5	-2.4	-8.7	6.7	0.8	13.4
37. O=S1(=O)CCO[C@H]2Cc3ccccc3[C@H]2N1Cc1ccccc1
  -0.1	-2.2	3.7	7.3	-13.1	-0.9	-8.7	1.1	16.3
38. CN1/C(=C\C(=O)C(F)F)C(C)(C)c2ccccc21
  -0.6	0.6	6.5	-5.9	-5.9	-3.0	-1.2	3.0	8.7
39. CC(=O)c1ccc(NC(=O)c2ccc(NC(=O)c3ccco3)cc2)cc1
  -0.2	-3.4	1.2	-146.6	-8.3	-2.0	-14.3	.	-11.9
40. COc1ccc(N2CCN(C(=O)C(=O)c3cc(OC)c4ccccc4c3)CC2)cc1
  -0.6	.	0.0	.	.	.	7.6	1.2	-6.0
41. Nc1nnc(CC(=O)N/N=C/c2cccc([N+](=O)[O-])c2)s1
  -0.8	-8.9	2.1	-17.5	-0.4	5.0	-10.1	0.0	1.9
42. CS(=O)(=O)N(CC(=O)N1CCCC1)c1cccc(C(F)(F)F)c1
  -0.1	-1.6	-1.0	-4.5	-0.7	-8.3	-7.0	-0.8	0.6
43. CCOc1cc(C(=O)Nc2ccon2)cc(OCC)c1OCC
  -0.3	-1.1	-1.6	-2.9	-3.0	-5.9	6.2	-0.4	-1.3
44. COc1ccc(C(=O)NCc2nnc(SCC(=O)Nc3nc4ccccc4s3)o2)cc1OC
  0.2	-1.1	4.6	7.7	-4.0	-6.7	2.0	-1.0	6.1
45. CCC(=O)Nc1nnc(SCCOC)s1
  -1.2	-10.4	-2.5	20.7	-8.9	-18.7	9.2	0.1	3.3
46. COC(=O)C1=C(C)N(C)C(=O)/C1=C\c1ccco1
  -0.1	-4.2	-1.8	11.0	-4.4	-4.3	4.4	0.6	-4.2
47. CCc1ccccc1NC(=S)NC1CC2CCCC(C1)N2Cc1cccs1 (stereo not given)
  -0.7	-5.3	1.0	7.7	-13.1	0.3	-1.0	0.7	2.7
48. O=C(Nc1ccccc1F)N(Cc1ccc(F)cc1)Cc1nc2ccccc2c(=O)[nH]1
  -0.2	4.1	-3.0	10.0	1.7	-6.4	5.6	0.9	4.7
49. S=C(NCCCc1ccccc1)Nc1ccc(Cl)cc1
  0.5	1.1	3.8	-36.7	-1.2	39.1	7.7	-0.4	9.5
50. Cc1ccc(S(=O)(=O)N2CCCC2)cc1C(=O)N1CCC(C)CC1
  0.0	-3.3	-3.7	2.9	-3.3	-7.2	13.4	0.5	9.4
51. Clc1ccc(Nc2ncnc3c2nnn3Cc2ccccc2)cc1
  0.2	-2.0	1.7	7.7	2.0	-1.5	22.2	-0.3	18.3
52. C[C@H]1CN([C@@H](C)CO)S(=O)(=O)c2ccc(-c3cncnc3)cc2O[C@H]1CN(C)C(=O)NC1CCCC1
  -0.7	0.6	-4.2	-6.2	-1.1	-7.1	6.3	0.1	-4.0
53. O=C(Cn1ccc([N+](=O)[O-])n1)NCc1cccnc1
  -0.1	-1.0	0.3	-6.1	1.2	-2.2	4.8	0.6	4.3
54. O=C(Oc1coc(CSc2ncccn2)cc1=O)c1ccccc1[N+](=O)[O-]
  0.8	-3.1	0.4	10.3	6.3	3.0	-7.3	-1.0	-7.2
55. Cc1cc(=S)[nH]c(=S)[nH]1
  -0.1	10.3*	4.0	24.1	9.6	-4.9	-6.0	0.8	3.8
56. CC(=O)Nc1ccc(/C=N/Nc2nc3ccccc3s2)cc1
  0.1	-4.6	0.7	-2.3	-4.7	-0.2	3.8	3.8	-3.5
57. Cc1ccc(-n2c(-c3ccco3)nc3c(cnn3-c3ccccc3C)c2=O)cc1
  0.0	-0.1	-3.0	5.7	-6.1	4.7	-8.7	0.3	10.7

Some entries already given, limited to FAS TE block, MsrA inh and MT1-MMP act inh.
| cpd | smiles | FAS TE block | MsrA inh | MT1-MMP act inh |
| --- | --- | --- | --- | --- |
| 42 | CS(=O)(=O)N(CC(=O)N1CCCC1)c1cccc(C(F)(F)F)c1 | -8.3 | -0.8 | -1.0 |
| 45 | CCC(=O)Nc1nnc(SCCOC)s1 | -18.7 | 0.1 | -2.5 |
